Bioassay records as filed in PubChem.
AmpC det inh – inhibitors of E. coli AmpC beta-lactamase with detergent; AID 584; Potency, µM (top dose mostly 28.7 µM), for inactives: top-dose activity change, negative = inhibition; purified AmpC, nitrocefin hydrolysis with detergent; actives 0.09% (n = 71,000); active = well fitted curve in the direction sought with a large enough effect
Target sequence (P00811 whole entry, looked up): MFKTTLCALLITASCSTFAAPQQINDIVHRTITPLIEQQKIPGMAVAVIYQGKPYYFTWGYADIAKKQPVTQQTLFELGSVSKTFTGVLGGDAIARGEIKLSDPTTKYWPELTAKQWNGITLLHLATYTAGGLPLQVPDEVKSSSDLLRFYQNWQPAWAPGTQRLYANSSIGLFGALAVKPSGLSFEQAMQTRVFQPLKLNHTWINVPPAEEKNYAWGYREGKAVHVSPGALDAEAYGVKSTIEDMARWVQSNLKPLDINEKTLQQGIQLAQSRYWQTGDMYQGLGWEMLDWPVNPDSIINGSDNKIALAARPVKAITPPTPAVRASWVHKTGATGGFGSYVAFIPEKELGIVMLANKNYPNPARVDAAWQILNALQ
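E. coli AmpC (5.3 nM) in 20 mM phosphate pH 7.0 with 0.01% Triton X-100, preincubated 15 min RT with compound; nitrocefin (2 uL of 800 uM stock) hydrolysis followed by 480 nm absorbance every 20 s over 4 min.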
Active calls of the source: *; [ ] = another dose, or the depositor's remark. % is set by controls: 0 for no effect and ±100 for the full control effect; potency is the fitted concentration of half-maximal effect. These rows are one share of the data (hit frequency here may not be typical).

SMILES,AmpC det inh
COc1cccc(C(=O)NC2CCN(C(=O)N3CCCCC3)CC2)c1,0.9%
COc1ccc(NC(=O)c2cnc3sccn3c2=O)cc1,-1.7%
COc1ccc(CNC(=O)Cc2ccc(OC)c(S(=O)(=O)N3CCOCC3)c2)cc1,-3.6%
Clc1ccc(Cn2ncc3c(NCc4ccco4)ncnc32)c(Cl)c1,-5.6%
CC(C)CCN1C(=O)c2ccc(C(=O)NCc3ccco3)cc2C1=O,-3.2%
O=C(O)c1n[nH]c2c1CCCC2,12.4%
COc1cc2ccccc2cc1C(=O)OCC(=O)N1CCOCC1,-3.4%
CC(C(=O)NC1=NCCS1)(C(F)(F)F)C(F)(F)F,-4.7%
COc1ccccc1CNS(=O)(=O)c1cc(C)ccc1OC,-4.9%
CC(=O)c1cccc(NC(=O)N2CCC(c3nnc(SCC(N)=O)n3C)CC2)c1,5.0%
N#Cc1nc(-c2ccccc2)oc1N1CCCCC1,-1.3%
COc1ccccc1C(=O)Nc1ccccc1N1CCN(S(C)(=O)=O)CC1,-5.2%
CC1(C)CC(=O)c2sc(NC(=O)CN3CCCCC3)nc2C1,12.8%
CCCCn1c(=O)[nH]c(=O)c2c1nc(COc1ccc(C#N)cc1)n2CCC,-2.8%
N=C1C(c2nc3ccccc3c(=O)[nH]2)=C(O)CN1CCO,16.2%

The list goes on, starting with the last 2 of the part before.
SMILES,AmpC det inh
CCCCn1c(=O)[nH]c(=O)c2c1nc(COc1ccc(C#N)cc1)n2CCC,-2.8%
N=C1C(c2nc3ccccc3c(=O)[nH]2)=C(O)CN1CCO,16.2%
CCC(c1nnnn1C(C)(C)C)N1CCN(c2cc(Cl)ccc2C)CC1 (stereo not given),0.0%
O=C(NCc1cccs1)C1CCC(CNS(=O)(=O)c2ccc(Br)s2)CC1 (stereo not given),14.0%
O=C(NCc1ccccc1)N1CCN(c2ccccc2F)CC1,-1.8%
CCN(CCNC(=O)C1CCN(S(=O)(=O)c2cccc3cccnc23)CC1)c1ccccc1,4.6%
COC(=O)c1cccc2c1-c1ccccc1/C2=N/O,-3.8%
CC1CCCCN1CCn1c(=S)[nH]c2ncccc2c1=O (stereo not given),7.5%
CCC1C(C#N)=C(SC)NC2=C1C(=O)CC(C)(C)C2 (stereo not given),-2.4%
O=C(c1cccc(S(=O)(=O)N2CCCCC2)c1)N1CCOCC1,11.1%
COc1ccc(N2C3=[N+](CCCC3)CC2(C)O)cc1 (stereo not given),-2.7%
CCn1c(SCC(=O)N2CCCCC2)nnc1-c1ccc(S(=O)(=O)N2CCN(C)CC2)cc1,-0.6%
COC(=O)C1=C(N)Oc2cc(C)n(Cc3cccnc3)c(=O)c2C1c1cccc(OC)c1OC (stereo not given),-7.1%
CCOC(=O)C1Cn2c(nc3c(c2=O)C2(CCCC2)Cc2ccccc2-3)S1 (stereo not given),-3.7%
O=C(O)C(Cl)(c1ccccc1)c1ccccc1,-1.5%[5.75 µM]
COc1ccc(N(C(=O)COc2ccccc2)C2C=CS(=O)(=O)C2)cc1 (stereo not given),-0.9%
CCOc1cc2[nH]c(=O)n(CCCCC(=O)NC3CCCCC3)c(=O)c2cc1OCC,21.6%
CC(=O)NC(C)c1ccc(Cl)c(Cl)c1 (stereo not given),8.4%
CC(C)[C@@H](CC(=O)N[C@@H]1CCNC[C@H]1C(=O)N[C@H](CC(=O)N[C@@H](CCC(=O)O)CC(=O)O)Cc1c[nH]c2ccccc12)NC(=O)C[C@H](Cc1ccccc1)NC(=O)[C@@H]1CCCC[C@H]1N,-6.7%
Cc1ccc2cc(C)c(SCC#N)nc2c1,-3.0%
CCOc1ccccc1NC(=O)C1=C(C)NC(=O)NC1c1cccc(OC)c1OC (stereo not given),-3.2%
Cc1cc(C)c(NC(=O)C2CSCCS2)c(C)c1 (stereo not given),-0.4%
COC(=O)c1cc(Nc2cc(C)nc3ncnn23)cc(C(=O)OC)c1,1.5%
COc1ccc(OC)c(-n2cnc3cc(C(=O)NCCCN4CCOCC4)ccc32)c1,-2.7%
COc1ccc(CNC(=O)c2cccs2)cc1,-0.9%
O=C(CNS(=O)(=O)c1cccc2nsnc12)NC1CCCCC1,-3.1%
Cc1cccc(-n2nnc(C(=O)NCc3ccccc3)c2N)c1,2.2%
O=C(c1ccco1)N1CCN(C(=O)c2cccc3c2C(=O)N(Cc2cccnc2)C3)CC1,4.1%
Cc1cc2c(c(=O)n1CCN(C)C)C(c1ccc(Br)cc1)C(C#N)=C(N)O2 (stereo not given),-6.0%
CN1CC2(C(=O)c3ccccc3)CN(C)CC(C(=O)c3ccccc3)(C1)C2,2.3%
O=C(CCCOc1ccccc1)N1CCCc2ccccc21,-0.9%
CCCn1c(CCC(=O)O)ccc1-c1cccs1,15.1%
COC(=O)C(NC(=O)c1ccco1)(Nc1nc(C2CC2)cs1)C(F)(F)F (stereo not given),-6.4%
C=CCOC(=O)C1=C(C)N(C)C(=O)NC1c1cc2c(cc1Br)OCO2 (stereo not given),4.9%
O=C(CCCN1CCC(O)(c2ccc(Cl)cc2)CC1)c1ccc(F)cc1,3.1%
Cc1nc2nc(SCC(=O)N3CCOCC3)nn2c(C)c1Cc1c(F)cccc1Cl,-3.5%
CN(C)c1ccc(NC(=O)Nc2ccc3snnc3c2)cc1,-2.1%
O=C1c2ccccc2C(Nc2ccc3c(c2)OCCO3)N1Cc1ccc2c(c1)OCO2 (stereo not given),11.2%
CCCCn1c(O)c(C(C)=Nc2cccc(C(=O)O)c2)c(=O)[nH]c1=O,-0.7%
CCOc1cc(NC(=O)c2ccco2)c(OCC)cc1NC(=O)Cc1ccc(OC)c(OC)c1,0.4%
COc1ccccc1CNc1ccc(N2CCCCC2)cc1,0.0%
CC(C)NC(=O)CSc1nnc(-c2ccc(S(=O)(=O)N3CCCC3)cc2)n1CC1CCCO1 (stereo not given),-0.3%
Cc1nn(-c2ccccc2)c(N2CCCC2)c1/C=N/n1cnc2scc(-c3ccccc3)c2c1=O,-1.7%
COc1nc(-c2ccccc2)ccc1-c1noc(-c2cccnc2)n1,-4.5%
O=C1CCC(=O)O1,14.7%
CN(C)c1ncc2nc(-c3ccc(Cl)cc3)c(=O)n(C3CC3)c2n1,2.4%
CCOC(=O)c1c(C)nc(-c2ccccc2)nc1N,-3.0%
COc1ccc(N2CCN(c3oc(-c4ccc(OC)c(OC)c4)nc3C#N)CC2)cc1,-3.9%
CCCCC(CC)COC(=O)c1ccc(N(C)C)cc1 (stereo not given),12.9%
COc1ccc(NC(=O)c2cc(C)on2)cc1OC,-7.0%
CCn1c(SCC(=O)NCc2ccco2)nnc1C(C)C,18.2%
CC1Cc2nc(SCC(=O)NC3CCCCC3)n(C)c(=O)c2S1 (stereo not given),-2.8%
Cc1cnc(CNc2ncncc2-c2cccc(C#N)c2)cn1,6.6%
Cc1ccc(C(=O)NC(C)(COc2nonc2C)COc2nonc2C)cc1,-3.8%
O=C(NC1CCCC1)c1ccc(CS(=O)(=O)c2cccc(C(F)(F)F)c2)o1,-0.5%
CCOc1ccccc1NC(=O)CSc1nnc(Cc2cccn2C)n1-c1ccc(F)cc1,12.4%
COc1ccc(NC(=O)c2oc3ccccc3c2C)c(OC)c1,7.2%
O=C(Cn1cccc1C(=O)c1ccccc1)NCc1cccs1,-6.0%
CN(C)CCCN1C(=O)C(=O)/C(=C(/O)c2ccncc2)C1c1cccc(Br)c1 (stereo not given),-1.5%
C=CCN1CC(c2nc3ccccc3n2Cc2ccccc2)CC1=O (stereo not given),0.8%
CNCCc1ccccn1,-4.9%[12.8 µM]
O=C(Nc1cccc(Cl)c1)Nc1nccs1,-6.7%

(cont.)
SMILES,AmpC det inh
Cc1ccc(CS(=O)(=O)CCC(=O)NCCCN2CCCC2)cc1,-2.3%
O=C(Cn1nc(C(F)(F)F)c2c1CCCC2)NC1CCCC1,10.9%
COC(=O)c1cccc(NC(=O)CN2CCC(NC(=O)c3cc(OC)c(OC)c(OC)c3)CC2)c1,-0.1%
CCCCCCn1c(CN2CCN(CCO)CC2)nc2c1c(=O)n(C)c(=O)n2C,8.0%
C=CC(C)(O)CCCC(C)CCCC(C)CCCC(C)C (stereo not given),7.3%
CC(C)(C)Cn1nc(-c2ccc(Cl)cc2)c2c(N)ncnc21,-2.9%
CCCC(c1nnnn1Cc1ccc(OC)cc1)N1CCN(c2ccccc2)CC1 (stereo not given),8.8%
C=CCn1c(=O)c2ccccc2n2c(SCC(=O)c3ccccc3)nnc12,-3.7%
COc1cccc(C2=NOC(C(=O)Nc3cc(C)nn3-c3ccccc3)C2)c1OC (stereo not given),11.0%
Oc1c(Cl)c(Cl)cc(Cl)c1Cl,7.4%
CCC(Sc1nc2cc(OC)c(OC)cc2c2nc(C)nn12)C(=O)NCc1ccco1 (stereo not given),-0.8%
CN[C@@H](c1ccncc1)[C@@H](NC)c1ccncc1,-2.6%[5.75 µM]
COc1ccccc1Nc1nc(C2(C)CCC(=O)O2)cs1 (stereo not given),7.5%
CC(C)(C)CNCCO,-1.3%[5.75 µM]
CC(C)CN=C(N)N=C(N)N,-4.6%[5.75 µM]

3 entries picked at random from those above:
SMILES,AmpC det inh
O=C(Cn1cccc1C(=O)c1ccccc1)NCc1cccs1,-6.0%
CC1Cc2nc(SCC(=O)NC3CCCCC3)n(C)c(=O)c2S1 (stereo not given),-2.8%
COC(=O)c1cc(Nc2cc(C)nc3ncnn23)cc(C(=O)OC)c1,1.5%

The list continues:
SMILES,AmpC det inh
CCC(C)C1C(C#N)=C(N)OC2=C1C(=O)CC(C)(C)C2 (stereo not given),1.9%
CC(C)(C)OC(=O)N1CCC[C@H]1c1nnc(SCc2c(Cl)cccc2Cl)o1,0.7%
CC12C(=O)N(CCC(=O)O)C(=O)C1C1C=CC2C1 (stereo not given),7.1%
Cc1nnc(SCC(=O)NCc2ccc(Cl)cc2)[nH]c1=O,-1.2%
COC(=O)Cn1c(=O)cnc2ccccc21,-0.8%
N#Cc1c(/N=C/c2ccco2)sc2c1CCCCC2,-1.0%
CCOc1ccc(NC(=O)CSc2nc3c(c(=O)n2C)SC(C)C3)cc1 (stereo not given),-4.8%
Cc1ocnc1C(=O)Nc1ccc(Cl)cc1,-2.2%
Cc1cc(=O)[nH]c(SC/C=C/c2ccccc2)n1,1.6%
CN(C)c1ccc(-c2cncnc2N(C)Cc2ccco2)cc1,9.6%
COc1ccc(NS(=O)(=O)c2cc(C(=O)O)ccc2C)cc1,-2.2%
CCOC(=O)CSc1cccc2cccnc12,-1.0%
O=C(NCCN1CCN(c2ccccc2)CC1)c1cccn2c(=O)c3cc(Cl)ccc3nc12,-3.2%
CC(C)COC(=O)C1C2C=CC3(CN(C(C)c4ccc(Br)cc4)C(=O)C13)O2 (stereo not given),3.2%
O=C(NCc1ccco1)c1cccc(-c2nnc(-c3ccccc3)o2)c1,-3.6%
NCCCC[C@H](N[C@@H](CCc1ccccc1)C(=O)O)C(=O)N1CCC[C@H]1C(=O)O,-2.7%[12.8 µM]
CCOC(=O)C1C(=O)CC(C)(O)C(C(=O)OCC)C1c1cccs1 (stereo not given),-1.1%
CC(=O)Nc1ccc(SCC(=O)c2cc(C)n(Cc3cccs3)c2C)cc1,-1.6%
COc1ccc2[nH]c(=O)c(C(c3nnnn3C(C)(C)C)N(Cc3ccco3)CC3CCCO3)cc2c1 (stereo not given),-2.8%
NS(=O)(=O)c1ccc(CNC(=O)NC2(c3ccccc3)CC2)cc1,11.7%
Cc1ccc(N(CC(O)CN2CCOCC2)S(=O)(=O)c2ccc3ccccc3c2)cc1 (stereo not given),-2.0%
CCCOC(=O)c1ccc(Oc2c(-c3ccc(OCC)cc3O)n[nH]c2C)cc1,-1.8%
N#CCCn1c(=O)c(-c2cccc(C#N)c2)nc2cnc(Oc3cccc(Cl)c3)nc21,-0.8%
COc1ccc(S(=O)(=O)CCC(=O)O)cc1,-5.5%
COc1ccc(NC(=O)C2C3C=CC(C3)C2C(=O)NCc2ccco2)cc1 (stereo not given),6.9%
Cn1c(CSc2ncccn2)nnc1SCC(=O)N1CCCCC1,2.7%
Cc1c(-c2ccco2)[n+](=O)c2c(n1[O-])CCC2,14.0%
O=C1C(Cl)=C(N2CCOCC2)C(=O)N1CCc1ccccc1,-2.8%
Cc1ccccc1N1CCN(c2ncnc3c2cnn3Cc2ccc(Cl)cc2)CC1,17.5%
CCOC(=O)c1[nH]c2ccc(F)cc2c1NC(=O)C1=COCCO1,-4.8%
Cc1cc(=O)oc2cc(OC(C)C(=O)O)c(Cl)cc12 (stereo not given),-0.3%
CCn1c(NC(=O)Nc2ccccc2OC)nc2ccccc21,-3.2%
CCCCn1c(=O)[nH]c(=O)c2c1nc(-c1ccncc1)n2CCOC,-5.3%
CCOc1ccc(S(=O)(=O)NCCC(=O)OC(C)C(=O)N2CCc3ccccc32)cc1 (stereo not given),1.2%
CCn1c2ccccc2c2cc(C3C(C#N)=C(C)NC(C)=C3C#N)ccc21,0.5%
CC1(C)CC(=O)C2=C(C1)OC(N)=C(C#N)C21CCN(C(=O)OCc2ccccc2)CC1,-5.7%
CS(=O)(=O)N(Cc1ccco1)CC(O)Cn1c2ccccc2c2ccccc21 (stereo not given),2.8%
Cc1nc2ccc(-n3ccc(=O)cc3)cc2s1,0.7%
Cc1ccc(S(=O)(=O)N(C)CCCC(=O)NCc2ccc3c(c2)OCO3)cc1,-2.0%
CCOc1ccccc1N1CCN(S(=O)(=O)c2cccc3nsnc23)CC1,-5.4%
